Source: PubChem BioAssay (several laboratories)
IDE cell inh = cellular human IDE inhibition | P14735 | HEK cells, FAbetaB cleavage, fluorescence polarization | inhibition, % at 5.59 µM | 320,000 tested, 0.41% active | AID 434962;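 active = percent inhibition above the average of all tested compounds plus 3 SD, set per screening campaign, cut at about 16% in these data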;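 note: IDE supplied by intact live HEK cells; FP after avidin binding of uncleaved biotin substrate so inhibition keeps polarization high; 0% = DMSO wells and 100% = 60 µM reference IDE inhibitor Ii1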
GPR7 antagonist = antagonists of human GPR7 (neuropeptides B/W receptor 1); 290,000 tested, 1.1% active; P48145; GPR7-expressing cells, fluorescence antagonist assay; inhibition, % at 4.4 µM; AID 1861; in the data active = inhibition above about 16%, passing the limit was not always enough;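 note: cells stimulated with the agonist NPW; 0% = agonist with vehicle and 100% = vehicle without agonist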
Target sequence (P48145 whole entry, looked up): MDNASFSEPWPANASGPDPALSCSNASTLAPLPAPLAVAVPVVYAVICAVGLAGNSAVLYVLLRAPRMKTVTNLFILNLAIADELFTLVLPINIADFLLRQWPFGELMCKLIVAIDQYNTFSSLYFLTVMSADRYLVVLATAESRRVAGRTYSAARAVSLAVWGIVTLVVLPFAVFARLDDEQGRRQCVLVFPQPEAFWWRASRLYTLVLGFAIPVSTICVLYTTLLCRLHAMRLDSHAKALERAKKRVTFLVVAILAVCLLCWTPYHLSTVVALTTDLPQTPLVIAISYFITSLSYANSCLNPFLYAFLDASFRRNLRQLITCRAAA
PfM18AAP inh = PfM18AAP enzyme inhibition; recombinant PfM18AAP, H-Glu-NHMec fluorogenic cleavage; inhibition, % at 7.35 µM; 290,000 tested, 1.2% active;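 active = inhibition above the campaign mean inhibition over all tested compounds plus 3 SD, cut at about 28% in these data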;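 note: 0% = plate median of test compound wells and 100% = 2 mM ZnCl2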
IMP-1 inh = blocks Pseudomonas aeruginosa IMP-1 metallo-beta-lactamase; AID 1556; 290,000 tested, 0.45% active; purified IMP-1, nitrocefin hydrolysis, epi-absorbance fluorescence; inhibition, % at 5.6 µM;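 active = inhibition above the mean plus 3 SD of all compounds in the same screening run, cut at about 4.5% in these data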;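 note: 0% = IMP-1 with DMSO and 100% = DMSO wells lacking enzyme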
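System: purified recombinant IMP-1 beta-lactamase. Medium: Zinc- and detergent-supplemented HEPES buffer, pH 7.1. Compound: one 5.6 µM dose […]. Schedule: 15 min preincubation plus 25 min reaction at 25 °C. Technique: Epi-absorbance fluorescence, 480 nm excitation, 530 nm emission.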
IDE cell activ = boosts human insulin-degrading enzyme activity in HEK cells | FAbeta-B cleavage, fluorescence polarization; 0% vehicle, 100% cell-free pure enzyme wells | activation, % at 5.96 µM | 340,000 tested, 0.073% active;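 active = activation above the mean of all tested compounds plus 3 SD, set per screening campaign, cut at about 17% in these data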
NALP1 yeast inh = NALP1 inhibition | inhibition, % at 10 µM | AID 2071 | S. cerevisiae NALP1/ASC/caspase-1 growth, X-gal OD620, 72 h | 280,000 tested, 0.61% active; in the data active = inhibition mostly above about 24%, no sharp cut-off; inactive = mostly below about 32%; note: some compounds called inactive have numbers as strong as hits
VIM-2 inh = blocks Pseudomonas aeruginosa VIM-2 metallo-beta-lactamase; 290,000 tested, 0.89% active; purified VIM-2, nitrocefin hydrolysis, epi-absorbance fluorescence; AID 1527; inhibition, % at 5.6 µM;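 active = inhibition above the mean of all tested compounds plus 3 SD, cutoff set per screening run, cut at about 7.5% in these data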;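 note: red hydrolysis product quenches plate fluorescence so inhibitors raise well fluorescence; 0% = enzyme with DMSO and 100% = DMSO without enzyme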
pCIP destab = compounds decreasing mouse p/CIP protein stability | decrease of EGFP signal, % at 10 µM | F442A p/CIP-EGFP cells, EGFP fluorescence, 16 h | 290,000 tested, 0.01% active;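 active = EGFP signal decrease of at least 30% at 10 µM or well 3 SD below plate mean, unless failing retest; inactive = the rest, including hits failing retest or dose response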; note: some compounds called inactive have numbers as strong as hits; many of its hits are not listed in these tables
PHOSPHO1 inh = inhibitors of human PHOSPHO1 phosphatase | recombinant PHOSPHO1, absorbance phosphatase assay | inhibition, % at 13.3 µM | 290,000 tested, 1.1% active | AID 1565; in the data active = inhibition above about 60%
Target sequence (Q8TCT1 whole entry, looked up): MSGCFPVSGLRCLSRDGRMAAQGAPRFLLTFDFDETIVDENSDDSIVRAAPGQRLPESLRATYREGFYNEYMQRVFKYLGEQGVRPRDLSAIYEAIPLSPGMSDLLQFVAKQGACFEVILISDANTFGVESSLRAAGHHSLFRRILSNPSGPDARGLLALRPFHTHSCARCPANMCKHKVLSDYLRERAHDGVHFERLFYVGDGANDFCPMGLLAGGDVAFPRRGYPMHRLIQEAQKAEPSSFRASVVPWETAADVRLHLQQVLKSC
* marks the source's active call; other numbers are inactive results; · = not tested or not shown. Compounds were not picked by outcome; 5.3% or so of the library scored in one or more.

The line under a structure holds: IDE cell inh, GPR7 antagonist, PfM18AAP inh, IMP-1 inh, IDE cell activ, NALP1 yeast inh, VIM-2 inh, pCIP destab, PHOSPHO1 inh
#1 C=CCn1c(SC)nc2sc3c(c2c1=O)CCc1ccccc1-3
  3, -6, -2, -2.7, 0, 15, -1.8, -2, -4
#2 CCCS(=O)(=O)N1CCC(C(=O)NCCCOC)CC1
  8, -10, -8, 0.0, -1, 4, 0.0, -2, 2
#3 O=C(CN1C(=O)NC2(CCCCCCC2)C1=O)N1CCN(C(=O)c2ccco2)CC1
  -1, -4, 1, 0.4, 2, 6, -0.5, -4, 14
#4 CCOc1ccccc1-n1nnnc1SCC(=O)NC(=O)NCc1ccco1
  3, 8, 12, -3.4, 0, -6, -2.9, -4, 59
#5 CCN1C(=O)c2cccc3c(S(=O)(=O)NCCCN4CCOCC4)ccc1c23
  -8, 7, -5, -2.4, 4, 0, -2.6, -4, 45
#6 CCN1CCN(c2nc3c(c(=O)n(C)c(=O)n3C)n2Cc2cccc3ccccc23)CC1
  4, -10, 1, 0.1, -2, 38, -4.0, -2, -10
#7 NCCc1nnc(SCc2ccccc2Cl)o1
  5, 3, -1, -1.6, ·, -9, 1.6, 13, 12
#8 COCCNS(=O)(=O)c1ccc(OCC(=O)N2CCc3ccccc3C2)c(Cl)c1
  -1, 4, -11, -0.6, 0, 15, 2.5, -2, 39
#9 O=C(CCS(=O)(=O)c1ccccc1Cl)Nc1ccc(S(=O)(=O)Nc2ncccn2)cc1
  3, 7, -13, -1.8, 12, -3, -0.2, -8, 19
#10 COc1cc(OC)c(C(=O)O/N=C(\N)c2ccc(C)cc2)cc1OC
  0, 11, -4, -1.1, -2, 9, -2.3, -10, 37

(cont.)
The line under a structure holds: IDE cell inh, GPR7 antagonist, PfM18AAP inh, IMP-1 inh, IDE cell activ, NALP1 yeast inh, VIM-2 inh, pCIP destab, PHOSPHO1 inh
#11 COc1ccc2oc(=O)c(C(=O)NCc3ccco3)cc2c1
  -2, -9, 24, -3.0, -3, 10, -1.8, -8, 12
#12 CCC(=O)N(Cc1cc2cc(C)c(C)cc2[nH]c1=O)C1CCCCC1
  3, 6, 2, -2.6, 5, 3, -3.1, 2, 11
#13 COc1ccccc1NC(=O)Nc1nc(C(C)(C)C)cs1
  1, -12, 3, -2.8, 5, -9, -3.0, -6, 36
#14 CC1(C)CC(N2CCOCC2)=CC(=[N+]2CCOCC2)C1
  4, -14, 5, -3.4, 7, -4, 0.0, 4, -41
#15 N#Cc1c(-c2ccccc2)nc(-c2ccccc2)[nH]c1=O
  0, 1, -4, -1.8, 8, 23, -0.2, -6, -6
#16 CC(C)=CCN1CCN(Cc2cc(C(C)C)n[nH]2)CC1CCO (stereo not drawn)
  -3, -7, -1, -3.2, -4, 2, -3.5, -20, 44
#17 COc1ccc2[nH]c(=O)c(C(c3nnnn3CC3CCCO3)N3CCCCC3)cc2c1 (stereo not drawn)
  2, -11, -1, 0.1, 3, 7, 0.4, -4, 34
#18 COc1cccc(C2N(c3cccc(Cl)c3)C(=O)C3CCCN32)c1OC (stereo not drawn)
  -1, 1, -1, -4.6, 3, -10, -5.0, -6, -5
#19 CCc1cc2c(=O)c(-c3ccc4c(c3)OCCO4)coc2cc1OS(C)(=O)=O
  2, 8, 4, -2.5, 5, 9, -0.6, -9, -6
#20 Cc1cccc(C)c1Nc1nnc(SCC(=O)Nc2cc(S(=O)(=O)N3CCCCC3)ccc2Cl)s1
  -2, -11, 5, -4.3, -7, 12, -3.1, -16, -15

Results in IDE cell inh, IMP-1 inh and PHOSPHO1 inh (two entries from above):
cpd | Compound | IDE cell inh | IMP-1 inh | PHOSPHO1 inh
17 | COc1ccc2[nH]c(=O)c(C(c3nnnn3CC3CCCO3)N3CCCCC3)cc2c1 (stereo not drawn) | 2 | 0.1 | 34
18 | COc1cccc(C2N(c3cccc(Cl)c3)C(=O)C3CCCN32)c1OC (stereo not drawn) | -1 | -4.6 | -5

Following part
The line under a structure holds: IDE cell inh, GPR7 antagonist, PfM18AAP inh, IMP-1 inh, IDE cell activ, NALP1 yeast inh, VIM-2 inh, pCIP destab, PHOSPHO1 inh
#21 OCC1(Cc2cccc(C(F)(F)F)c2)CCN(Cc2cc(F)cc(F)c2)CC1
  1, -8, -1, 0.4, -1, -1, 0.3, -8, 1
#22 Cc1ccc(C(c2sc3nc(C)nn3c2O)N2CCN(c3ccccc3F)CC2)cc1 (stereo not drawn)
  4, -5, 4, -2.5, -3, 10, -6.2, -8, 18
#23 O=Cc1ccc(N2N=C(c3ccccc3)CC2c2ccccc2)cc1 (stereo not drawn)
  10, -13, 8, -1.5, 3, -2, -1.5, 7, 2
#24 O=C(Cn1cnc2ccccc2c1=O)NCC1COc2ccccc2O1 (stereo not drawn)
  -2, -2, -1, 1.0, 0, 22, -3.2, 0, 12
#25 COc1ccc(/C=C/C(=O)Nc2ccccc2Cl)cc1S(=O)(=O)N1CCOCC1
  5, -5, 5, -1.9, 1, ·, -2.9, 9, 28
#26 c1cc2c(cc1CN1CCN(C3CCCCCC3)CC1)OCO2
  2, 14, 4, 0.7, -1, 10, -0.1, -14, 35
#27 CC(C)(C)Sc1ccc2nc3c(n2c1)CCCC3
  -2, -14, 16, -3.5, -6, 22, -1.1, -13, -24
#28 COC(=O)C1=C(C)N(Cc2ccc(C)cc2)C(=O)/C1=C\c1cc(OC)c(OC)c(OC)c1
  3, -4, -6, -3.4, -8, 19, -2.8, 4, -15
#29 C[C@@H](NC(=O)[C@@H]1Cc2ccccc2CN1C(=O)OC(C)(C)C)C(=O)NCc1ccco1
  2, 13, 5, 1.3, 5, 19, 0.7, 3, 28
#30 CCc1ccc(OCc2nnc(SCc3ccc(C(=O)O)cc3)o2)cc1
  -1, 6, -5, -2.5, 3, 9, -2.9, -6, 10

Record cards, from the list above. Values in the order: IDE cell inh, GPR7 antagonist, PfM18AAP inh, IMP-1 inh, IDE cell activ, NALP1 yeast inh, VIM-2 inh, pCIP destab, PHOSPHO1 inh
Listed for `O=Cc1ccc(N2N=C(c3ccccc3)CC2c2ccccc2)cc1` (stereo not drawn) : 10, -13, 8, -1.5, 3, -2, -1.5, 7, 2
Listed for `c1cc2c(cc1CN1CCN(C3CCCCCC3)CC1)OCO2` : 2, 14, 4, 0.7, -1, 10, -0.1, -14, 35

The list goes on.
The line under a structure holds: IDE cell inh, GPR7 antagonist, PfM18AAP inh, IMP-1 inh, IDE cell activ, NALP1 yeast inh, VIM-2 inh, pCIP destab, PHOSPHO1 inh
#31 COC(=O)c1c(NC(=O)/C=C/C(=O)O)sc(Cc2ccccc2)c1C
  5, -9, -2, -2.1, 0, -27, -0.1, -2, -9
#32 CN1/C(=C\C(=O)Nc2ccc(F)cc2)C(C)(C)c2ccccc21
  8, 3, 3, -0.9, 1, 34, 0.3, 2, -6
#33 C=CCNCCCCOc1ccc(C)cc1[N+](=O)[O-]
  6, -9, -4, -0.7, 6, 9, 0.4, -6, 26
#34 CCOC(=O)c1c(NC(=O)c2ccc(N3C(=O)C4C5C=CC(C5)C4C3=O)cc2)sc2c1CCCC2 (stereo not drawn)
  3, 4, -8, -1.8, 4, 6, -2.1, -14, 13
#35 COc1ccc(C(=O)NNC(=O)C(=O)N2CCCCC2)cc1OC
  8, -16, -4, -5.9, -5, -3, -2.3, -11, 14
#36 CC1CN(C2CCN(C(=O)c3cccc(Cl)c3)CC2)CC(C)O1 (stereo not drawn)
  4, -4, -15, -0.2, 1, 3, -1.4, -8, 20
#37 COc1cc(N=c2c([N+](=O)[O-])nn(-c3ccc4c(c3)OCCO4)n2O)cc(OC)c1
  -4, 16, -11, -3.4, -2, 10, -2.6, -6, 1
#38 COc1ccc2oc(=O)c(C(=O)Nc3ccccc3O)cc2c1
  0, -6, 1, 0.0, 9, ·, -0.5, 22, 8
#39 O=C(Nc1ncccc1Cl)c1cc2ccccc2o1
  8, -12, 7, -3.7, 6, 3, -1.6, -6, 18
#40 COc1ccc(NS(=O)(=O)c2ccc3[nH]c(=O)[nH]c3c2)cc1OC
  -3, 19, 8, -1.0, 2, 20, -0.9, 4, 24

For convenience, 2 of the compounds above:
The line under a structure holds: IDE cell inh, GPR7 antagonist, PfM18AAP inh, IMP-1 inh, IDE cell activ, NALP1 yeast inh, VIM-2 inh, pCIP destab, PHOSPHO1 inh
#39 O=C(Nc1ncccc1Cl)c1cc2ccccc2o1
  8, -12, 7, -3.7, 6, 3, -1.6, -6, 18
#40 COc1ccc(NS(=O)(=O)c2ccc3[nH]c(=O)[nH]c3c2)cc1OC
  -3, 19, 8, -1.0, 2, 20, -0.9, 4, 24

The list goes on:
The line under a structure holds: IDE cell inh, GPR7 antagonist, PfM18AAP inh, IMP-1 inh, IDE cell activ, NALP1 yeast inh, VIM-2 inh, pCIP destab, PHOSPHO1 inh
#41 CC(=O)Nc1ccc(C(=S)NCc2ccco2)cc1
  2, -11, 0, -0.5, -2, -1, -2.1, 2, 94*
#42 CCC(=O)c1c(NCCc2ccccc2)cc(C)oc1=O
  2, -12, 11, -5.6, 3, -3, -6.0, -7, 4
#43 COc1ccc2nc(N3CCOCC3)cc(C)c2c1
  -2, -6, 0, -2.8, 5, 15, -0.8, -2, -2
#44 CC(C)c1ccc(-c2nnc(N)s2)cc1
  -3, -1, 4, -5.7, -5, 25, -0.9, -11, -9
#45 NC(=O)c1ccccc1OCc1nc2ccccc2s1
  0, -11, 1, -4.9, 4, 13, -2.6, 3, 36
#46 O=C(Nc1nc2ccccc2n1CCOc1ccccc1)c1ccco1
  -6, 10, -14, -3.8, 7, 26, -5.8, -10, -5
#47 O=C(O)/C=C\C(=O)Nc1ccccc1C#Cc1ccccc1
  -3, 5, -1, -2.8, -8, 32, -4.4, -1, 14
#48 CC1CCN(C2CCN(S(=O)(=O)c3ccc(C(F)(F)F)cc3)CC2)CC1
  9, -7, -2, -2.3, 3, 23, -3.5, -11, 24
#49 Cc1nn(-c2ccc(Cl)cc2)c2[nH]c(=O)c(CNCc3ccc4c(c3)OCO4)cc12
  3, -12, 1, 0.0, 9, 14, -3.2, -8, -16
#50 Nc1cc(Cl)ccc1C(=O)OCC(=O)NC(=O)NCc1ccccc1
  4, -9, -1, -2.2, 2, 25, -0.6, 1, -5

(cont.)
The line under a structure holds: IDE cell inh, GPR7 antagonist, PfM18AAP inh, IMP-1 inh, IDE cell activ, NALP1 yeast inh, VIM-2 inh, pCIP destab, PHOSPHO1 inh
#51 CCSc1ncnc2c1sc1nc(-c3ccco3)c3c(c12)CC(C)(C)OC3
  4, -6, -13, 0.6, ·, -3, 0.3, -4, -3
#52 CCCSc1ccc2nc(NC(=O)OC)[nH]c2c1
  -4, 29*, -6, 0.9, 3, 14, 1.4, -12, 1
#53 CS(=O)(=O)c1ccc2nc(NC(=O)CN3CCN(Cc4ccccc4)CC3)sc2c1
  0, -11, 2, -4.4, 8, 24, -2.9, -5, 6
#54 Cc1ccc(S(=O)(=O)NC(=O)N2CCCC(C)(C)C2)cc1
  8, -1, -4, -1.5, -1, 1, 0.8, -5, -9
